AGP1 TOR yeast – alters AGP1-GFP fluorescence in TOR pathway yeast screen. S. cerevisiae AGP1-GFP multiplex flow cytometry, 3 h; GFP as percent of DMSO wells. GFP response vs DMSO, % at 10 µM. 320,000 compounds, 0.02% hits. AID 2066;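 active = GFP response relative to DMSO above a set limit, near screen average plus 3 SD, cut at about 150% in these data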;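 also: median GFP channel fluorescence of the gated AGP1 strain per well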
GRK2 inh – human GRK2 inhibition via aptamer displacement | P25098 | bead flow cytometry, FAM-aptamer displacement from GRK2 | 330,000 compounds, 0.59% hits | AID 488847 | inhibition of aptamer binding, % at 10 µM;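 active = inhibition of aptamer binding above 40%, roughly 3 SD of noise, on plates passing a quality check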;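 also: median bead fluorescence of bound FAM aptamer so fluorescent compounds give negative values; no value below 0 was filed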
Target sequence (P25098 whole entry, looked up): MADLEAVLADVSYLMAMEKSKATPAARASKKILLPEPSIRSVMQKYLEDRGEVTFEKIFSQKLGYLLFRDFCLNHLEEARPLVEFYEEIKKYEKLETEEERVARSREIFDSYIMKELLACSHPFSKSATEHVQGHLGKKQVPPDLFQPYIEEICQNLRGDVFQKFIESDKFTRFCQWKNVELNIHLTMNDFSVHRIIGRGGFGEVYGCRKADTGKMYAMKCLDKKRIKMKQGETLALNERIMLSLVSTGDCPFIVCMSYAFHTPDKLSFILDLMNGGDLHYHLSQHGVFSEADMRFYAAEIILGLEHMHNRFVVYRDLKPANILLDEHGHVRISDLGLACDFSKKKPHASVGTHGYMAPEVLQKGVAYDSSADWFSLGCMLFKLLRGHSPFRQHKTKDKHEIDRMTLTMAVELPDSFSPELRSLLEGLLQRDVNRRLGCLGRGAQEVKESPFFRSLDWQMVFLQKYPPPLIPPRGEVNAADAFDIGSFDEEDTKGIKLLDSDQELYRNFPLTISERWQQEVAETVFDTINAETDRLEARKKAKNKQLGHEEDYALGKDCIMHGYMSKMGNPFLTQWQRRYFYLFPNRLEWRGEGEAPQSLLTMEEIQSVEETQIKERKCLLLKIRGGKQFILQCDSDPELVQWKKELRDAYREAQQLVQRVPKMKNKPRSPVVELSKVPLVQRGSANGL
GLD-1 RNA inh – GLD-1-TGE RNA interaction inhibition (C. elegans). purified GLD-1 + fluorescein TGE RNA, fluorescence polarization. AID 2280. 320,000 compounds, 0.44% hits. inhibition, % at 5.96 µM;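 active = percent inhibition above a per-plate cutoff, the plate mean of test compounds plus 3 SD, cut at about 30% in these data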;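 also: 0% = DMSO wells with GLD-1 and probe and 100% = wells lacking GLD-1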
BCLXL inh – inhibitors of human Bcl-xL | Q07817 | GST-Bcl-xL / FITC-Bim BH3 peptide fluorescence polarization | inhibition, % at 10.9 µM | 320,000 compounds, 0.7% hits | AID 2129;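 active = inhibition above the mean of all tested compounds plus 3 SD, cutoff set per campaign, cut at about 30% in these data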;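 also: 0% = DMSO wells and 100% = unlabeled Bim-BH3 peptide competitor; inhibitors lower millipolarization by displacing the labeled peptide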
Target sequence (Q07817 whole entry, looked up): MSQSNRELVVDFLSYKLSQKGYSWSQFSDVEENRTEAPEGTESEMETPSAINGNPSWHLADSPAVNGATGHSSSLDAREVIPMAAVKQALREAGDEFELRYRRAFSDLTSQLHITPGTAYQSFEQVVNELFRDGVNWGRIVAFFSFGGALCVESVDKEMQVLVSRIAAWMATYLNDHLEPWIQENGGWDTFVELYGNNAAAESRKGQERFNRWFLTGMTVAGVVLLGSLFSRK
MCL1-BIM inh – MCL1-BIM-BH3 interaction inhibition (human); Q07820; GST-MCL1 / FITC-Bim-BH3 fluorescence polarization; inhibition, % at 10.9 µM; 320,000 compounds, 0.68% hits; AID 2057;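 active = inhibition above the mean inhibition of all tested compounds plus 3 SD, set per campaign, cut at about 40% in these data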;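 also: 0% = DMSO wells and 100% = unlabeled Bim-BH3 peptide control; higher means more loss of mP so more displacement of Bim peptide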
CIT2-GFP yeast – yeast TOR pathway CIT2-GFP modulation; 320,000 compounds, 0.065% hits; AID 2029; GFP response vs DMSO, % at 10 µM; S. cerevisiae CIT2-GFP strain, flow cytometry, 3 h; 100 means same as DMSO wells;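 active = GFP response relative to DMSO above a set limit, near the screen mean plus 3 SD, cut at about 150% in these data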;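 also: ratio of well median GFP fluorescence to mean of DMSO wells on the plate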
Yeast superoxide – lowers age-related superoxide in aged yeast cells; 330,000 compounds, 0.18% hits; S. cerevisiae aged cells, superoxide DHE fluorescence; active compounds read low; superoxide response (% of plate mean), % at 10 µM;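 active = superoxide response under a set limit, about three screen SD below normal, cut at about 65% in these data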;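 also: yeast aged for seven days with compound at 30 °C before DHE staining; 100% = average MFI of all compound-treated wells on the plate with controls excluded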
VLA-4 inh – inhibition in a human VLA-4 binding assay | VLA-4 expressing cells, ligand binding flow cytometry | P13612 | 330,000 compounds, 0.2% hits | AID 2557 | inhibition, % (about 7 µM as worked out from the volumes in the protocol); in the data active = inhibition above about 50%
MEX-5 binding – C. elegans MEX-5 TCR-2 RNA binding activity; MEX-5/FITC-TCR2 RNA binding, fluorescence polarization; active compounds read low; AID 1832; activity score (negative = inhibition of binding), % at 10 µM; 300,000 compounds, 0.38% hits;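 active = inhibition past about -25% in most replicates, and total fluorescence under double the plate's negative control median, limit read from the data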;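 also: 0% = DMSO and -100% = 5 µM competing unlabeled TCR2 RNA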
Active calls of the source: *; x = not tested or not shown; [ ] = dose if it differs, or a comment. Hits appear at their usual frequency; about 2.1% have a hit in one of these screens.

SMILES	AGP1 TOR yeast	GRK2 inh	GLD-1 RNA inh	BCLXL inh	MCL1-BIM inh	CIT2-GFP yeast	Yeast superoxide	VLA-4 inh	MEX-5 binding
Cc1ccccc1NC(=O)CSc1ccc(-c2cccnc2)nn1	99	2	-8	6	2	95	101	15	-0.8
O=C(/C=C/c1ccccc1)Nc1ccc(Br)cn1	110	3	3	6	3	105	102	-133	0.4
O=C(Cc1ccccc1)Nc1nc2ccccc2[nH]1	99	0	3	0	-1	99	87	8	2.2
Oc1ccccc1N1CCN(C(=S)NCc2ccccc2)CC1	101	0	3	1	3	97	96	-2	-1.7
CC1CCCCC1NC(=O)CN1C(=O)NC(C)(c2ccc(OC(F)F)cc2)C1=O (stereo not given)	98	0	2	2	0	89	98	6	-2.0
N#Cc1c(NC(=O)CCCN2C(=O)c3ccccc3C2=O)oc(-c2ccccc2)c1-c1ccccc1	x	0	-2	1	-2	92	99	-2	2.2
O=C(COC(=O)c1ccccc1-c1ccccc1[N+](=O)[O-])c1ccccc1	120	0	8	4	3	110	96	-1	1.1
COc1cc2[nH]c(=S)nc(NCCc3ccc(S(N)(=O)=O)cc3)c2cc1OC	99	1	4	17	11	99	74	25	0.2
COc1cccc(/C=N/n2c(N)c(S(=O)(=O)c3cccs3)c3nc4ccccc4nc32)c1	110	1	4	3	4	103	84	25	0.8
O=C(N/N=C/c1ccc(OC(F)F)cc1)c1ccc(CSc2nc3ccccc3[nH]2)cc1	99	0	0	-1	3	106	104	-44	-0.2
CC(Cl)C(=O)N1c2ccccc2CCc2ccccc21 (stereo not given)	102	0	-6	3	1	96	172	5	3.1
Cc1nn(-c2ccc(Cl)cc2Cl)c(C)c1C(=O)O	102	2	3	2	-7	100	93	-2	-1.3
CS(=O)(=O)Nc1ccc(N2CCN(c3ccc(C(F)(F)F)cn3)CC2)nc1	116	0	-6	2	-2	119	92	14	5.3
CCOC(=O)c1c(NC(=O)CN2C(=O)CN(C)C2=O)sc(C)c1C	97	0	-9	6	5	100	99	28	4.7
COCCCN=CC1=C(O)CC(C)(C)CC1=O	97	2	5	1	-1	97	99	-4	-0.7
Cc1ccc(S(=O)(=O)NC(CC(N)=O)C(=O)O)cc1 (stereo not given)	107	0	2	2	-1	99	108	20	4.1
COC(=O)C1N[C@@H]([C@@H](NC(=O)COc2ccccc2)C(=O)NC2CC2)SC1(C)C (stereo not given in full)	90	0	1	3	2	105	95	6	1.1
CCCOc1ccc(C(=O)C(CN2CCOCC2)c2ccccc2)cc1 (stereo not given)	106	7	-6	-13	-13	97	100	0	1.9
CCOc1cc(/C=N/NC(=O)c2nnn(-c3nonc3N)c2C)ccc1OCc1cccc(F)c1	111	3	3	7	4	114	114	12	2.6
C=CCn1c(SCc2ccc(Cl)cc2)nc2cc(C(=O)N3CCC(C(N)=O)CC3)ccc2c1=O	97	5	-2	0	2	93	97	8	0.0
O=C(CCC(=O)c1cccs1)NCc1cccc(Cl)c1	99	0	1	6	9	94	81	1	2.5
CCOc1ccccc1NC(=O)C1C2C=CC(O2)C1C(=O)O (stereo not given)	x	0	-2	-2	12	100	98	7	1.1
COc1ccccc1C1(CCNC(C)c2cccs2)CCOC(C(C)C)C1 (stereo not given)	x	0	1	0	4	x	111	10	-5.0
COCc1cc(C)nc(SCC(=O)Nc2nc(C)cs2)c1C#N	99	3	-10	5	-2	91	104	-4	1.0
CC(C)(C)OC(=O)N[C@@H](Cc1ccccc1)C(=O)N[C@@H](CO)[C@H](O)[C@@H]1C[C@@H]1C(=O)N1CCCC1	93	0	-6	1	2	109	105	-3	0.3

3 entries from above, sorted by the number in MEX-5 binding, ascending:
| SMILES | MEX-5 binding |
| --- | --- |
| COCCCN=CC1=C(O)CC(C)(C)CC1=O | -0.7 |
| COCc1cc(C)nc(SCC(=O)Nc2nc(C)cs2)c1C#N | 1.0 |
| COC(=O)C1N[C@@H]([C@@H](NC(=O)COc2ccccc2)C(=O)NC2CC2)SC1(C)C (stereo not given in full) | 1.1 |

Continuation:
SMILES	AGP1 TOR yeast	GRK2 inh	GLD-1 RNA inh	BCLXL inh	MCL1-BIM inh	CIT2-GFP yeast	Yeast superoxide	VLA-4 inh	MEX-5 binding
CCC(=O)Nc1sc(C(=O)Nc2ccccc2F)c(C)c1C(=O)OC	97	2	2	-4	-9	91	95	15	-3.5
CCOC(=O)c1c(CC(C)C)csc1NC(C)=O	107	0	0	6	-9	114	94	-8	-0.6
CCCOc1ccc(CCc2n[nH]c(=S)n2Cc2ccccc2)cc1	99	2	-1	-9	-25	96	108	21	-0.3
CC(CN1CCOCC1)OC(=O)c1ccccc1Br (stereo not given)	121	0	3	7	8	116	101	-12	-0.3
C=C(C)Cn1c(SCC(=O)O)nnc1-c1ccc(C(C)(C)C)cc1	86	0	-1	-5	-2	84	107	2	1.4
COc1cccc(C(=O)OCC(=O)NCCCc2ccccc2)c1	101	14	1	2	4	98	92	-5	2.7
CNc1ncnc2c1ncn2[C@@H]1O[C@H](CO)[C@@H](O)[C@H]1O	71	1	0	6	12	70	94	25	x
Nc1nc(SCC(=O)N2CCCCCC2)[nH]c(=O)c1NC(=O)c1ccco1	92	0	7	3	5	97	132	10	x
CCOC(=O)c1sc(NC(=O)C(C)Sc2nc(N)cc(=O)[nH]2)nc1C (stereo not given)	104	3	-1	4	-4	104	88	1	4.3
COC(=O)c1cccc(NC(=S)Nc2cccc(Cl)c2C)c1	97	5	3	2	8	90	87	-4	-0.7
CN(C)S(=O)(=O)c1cc(NC(=O)COC(=O)Cc2ccc(Cl)cc2Cl)ccc1Cl	94	2	4	3	2	89	103	30	-0.1
Cc1nn(-c2ccc(F)cc2F)c(=O)c2noc(C)c12	101	0	1	4	-1	99	96	3	0.2
CCOC(=O)c1cnn(-c2ccccc2)c1NC(=O)CN1CCOCC1	104	0	1	-4	-7	100	90	2	1.6
Cc1c(O)ccc2c(CN(C)Cc3ccccc3)cc(=O)oc12	103	2	11	8	6	93	100	7	0.5
Fc1ccc(-n2c(=S)[nH]c3cccnc32)cc1	98	0	1	-18	-16	99	110	3	-2.5
COc1cc2cc(C(c3nnnn3C3CCCC3)N3CCCCC3)c(=O)[nH]c2cc1OC (stereo not given)	97	3	-3	2	-5	104	90	14	-0.6
COc1ccc(/C=C/C(=O)Nc2cc(S(=O)(=O)N3CCOCC3)ccc2OC)cc1	101	2	5	x	x	103	112	-13	x
N#C/C(=C\c1ccc([N+](=O)[O-])cc1)c1ccccn1	89	0	7	11	7	86	71	0	-2.8
CC(=O)Nc1ccc(NC(=O)CSc2nc3nc(-c4cccs4)cc(C(F)(F)F)c3c(=O)[nH]2)cc1	106	2	1	11	16	103	102	-5	1.8
Cn1c(C(O)c2ccccc2F)nc(Cl)c1Cl (stereo not given)	101	0	3	0	2	104	102	-2	-0.1
O=C1CCCN1CCCNC(=S)Nc1ccc(F)c(Cl)c1	107	0	3	6	6	107	104	-1	1.2
Cc1cc(=O)[nH]c(SCCc2ccccc2)n1	95	1	5	-3	-2	98	95	-31	-2.9
Cc1cc(Br)ccc1NC(=O)CN(C)C(=O)CCSc1ccc(F)cc1	91	0	2	1	-7	91	114	10	-3.3
CC(=O)c1cccc(NC(=O)N2CCCC2C(=O)NCCC(C)C)c1 (stereo not given)	105	1	1	3	-5	93	93	1	-11
Cc1cc2ccccn2c1C(=O)c1ccccc1F	96	0	2	-1	3	78	62*	-9	-0.5

Additional structures follow.
SMILES	AGP1 TOR yeast	GRK2 inh	GLD-1 RNA inh	BCLXL inh	MCL1-BIM inh	CIT2-GFP yeast	Yeast superoxide	VLA-4 inh	MEX-5 binding
CC1(C)NC(=O)N(CCOc2ccc([N+](=O)[O-])cc2)C1=O	102	0	3	-5	-1	94	108	13	1.9
COc1ccc(/C=C/C(=O)N(C)C2CCCCC2)cc1Br	109	1	1	6	0	100	102	5	-1.5
CCN(CC)C(=O)c1ccccc1NC(=O)c1cccc(S(=O)(=O)N(CC)CC)c1	102	0	2	-8	-10	91	90	0	0.1
C=CCNC(=O)C12CCC(C)(C(=O)[C@H]1Br)C2(C)C (stereo not given in full)	111	0	1	0	-4	103	96	-3	2.2
COC(=O)C1=C(C)NC(=O)/C1=C\c1cc(C)n(-c2cc(C)cc(C)c2)c1C	89	0	16	13	16	82	101	4	-1.0
Cc1cccnc1NC(=O)CN1C(=O)c2ccccc2S1(=O)=O	105	5	-3	2	-3	89	113	2	2.9
O=C(c1ccc(Cl)nc1)N1CCN(C/C=C/c2ccccc2)CC1	97	0	9	2	2	96	107	0	3.0
O=C(Nc1nnc(C2=COCCO2)o1)c1cccc(Br)c1	87	0	4	6	10	93	127	0	2.8
Nc1nonc1-n1nnc(C(=O)N/N=C/c2ccccc2Cl)c1CSc1ccccc1	105	0	4	-1	-2	96	104	-8	1.2
O=C(CCS(=O)(=O)c1ccccc1)Nc1ccc2c(c1)C(=O)NC2=O	93	1	7	-1	2	94	98	1	-1.8
CN(C)S(=O)(=O)c1ccc(NC(=O)c2cc(-c3cccs3)nc3ccccc23)cc1	83[may fluoresce red]	0	-1	3	-4	103[may fluoresce red]	91	0	0.6
O=c1[nH]cc(N=Cc2cc(Cl)cc(Cl)c2O)c(=O)[nH]1	92	5	-1	3	19	107	85	-2	-14
CC[C@H](C)[C@@H]1NC(=O)c2cc([N+](=O)[O-])cc(F)c2NCCCC[C@@H](C(N)=O)NC(=O)[C@H](CCCCN)NC1=O	104	0	1	-2	-6	102	98	-14	-1.3

Taken from the listing, 7 compounds:
SMILES	AGP1 TOR yeast	GRK2 inh	GLD-1 RNA inh	BCLXL inh	MCL1-BIM inh	CIT2-GFP yeast	Yeast superoxide	VLA-4 inh	MEX-5 binding
O=C(c1ccc(Cl)nc1)N1CCN(C/C=C/c2ccccc2)CC1	97	0	9	2	2	96	107	0	3.0
O=C(Nc1nnc(C2=COCCO2)o1)c1cccc(Br)c1	87	0	4	6	10	93	127	0	2.8
Nc1nonc1-n1nnc(C(=O)N/N=C/c2ccccc2Cl)c1CSc1ccccc1	105	0	4	-1	-2	96	104	-8	1.2
O=C(CCS(=O)(=O)c1ccccc1)Nc1ccc2c(c1)C(=O)NC2=O	93	1	7	-1	2	94	98	1	-1.8
CN(C)S(=O)(=O)c1ccc(NC(=O)c2cc(-c3cccs3)nc3ccccc23)cc1	83[may fluoresce red]	0	-1	3	-4	103[may fluoresce red]	91	0	0.6
O=c1[nH]cc(N=Cc2cc(Cl)cc(Cl)c2O)c(=O)[nH]1	92	5	-1	3	19	107	85	-2	-14
CC[C@H](C)[C@@H]1NC(=O)c2cc([N+](=O)[O-])cc(F)c2NCCCC[C@@H](C(N)=O)NC(=O)[C@H](CCCCN)NC1=O	104	0	1	-2	-6	102	98	-14	-1.3

Compound profiles, from the list above:
CC1(C)NC(=O)N(CCOc2ccc([N+](=O)[O-])cc2)C1=O is listed with AGP1 TOR yeast: 102; GRK2 inh: 0; GLD-1 RNA inh: 3; BCLXL inh: -5; MCL1-BIM inh: -1; CIT2-GFP yeast: 94; Yeast superoxide: 108; VLA-4 inh: 13; MEX-5 binding: 1.9
O=C(c1ccc(Cl)nc1)N1CCN(C/C=C/c2ccccc2)CC1 is listed with AGP1 TOR yeast: 97; GRK2 inh: 0; GLD-1 RNA inh: 9; BCLXL inh: 2; MCL1-BIM inh: 2; CIT2-GFP yeast: 96; Yeast superoxide: 107; VLA-4 inh: 0; MEX-5 binding: 3.0

High-throughput results from PubChem.
